LMPTP inh: LMPTP (human) inhibition; recombinant LMPTP-A, OMFP fluorogenic substrate, fluorescence intensity; inhibition, % at 20 µM; hit rate 0.22% among 360,000; P24666;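 active means compounds that cut the enzyme signal by at least half of the control window in the single-dose screen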;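 further: plate controls were DMSO wells with enzyme plus substrate for no effect and substrate without enzyme for full effect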
Target sequence (P24666 whole entry, looked up): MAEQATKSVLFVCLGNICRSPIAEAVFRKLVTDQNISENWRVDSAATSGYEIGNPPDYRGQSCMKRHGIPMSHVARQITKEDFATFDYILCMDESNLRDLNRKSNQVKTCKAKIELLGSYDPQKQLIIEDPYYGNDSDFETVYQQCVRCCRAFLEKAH
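Test system: LMPTP-A, protein tyrosine phosphatase of low molecular weight; Input: 0.625 nM enzyme; Incubation: 50 min dark incubation at room temperature; Signal: endpoint fluorescence intensity from OMFP dephosphorylation; Read-out basis: % inhibition versus control wells.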
Rpn11 inh: Rpn11 (human) deubiquitinase inhibition; O00487; human 26S proteasome, Ub4-pepOG fluorescence polarization; 20S core pre-blocked with epoxomicin; calls only at 20 µM; hit rate 0.59% among 360,000; AID 588493;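 active means inhibition at 20 µM, scaled to each plate's controls, above about 33%, limit read from the data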
NadD inh: blocks S. aureus nicotinate mononucleotide adenylyltransferase; purified NadD enzyme, colorimetric absorbance read-out; inhibition, % at 20 µM; hit rate 0.78% among 360,000; in the data active means inhibition above about 26%; further: some compounds past the cut are filed as inactive
DNMT1 block: blocks human DNA methyltransferase DNMT1. P26358. DNMT1 molecular beacon, Hinp1I cleavage, fluorescence. inhibition (reported as % activation of signal), % at 10 µM. hit rate 0.83% among 360,000. AID 588458; in the data active means inhibition above about 50%
CSN inh: CSN deneddylation inhibition | inhibition, % at 12.5 µM | Q92905 | hit rate 0.38% among 360,000 | Purified CSN, SCF-Nedd8-OG deneddylation, fluorescence polarization;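 active means pattern-corrected inhibition above about 35%, with an unprinted fluorescence ratio check between 0.5 and 1.5, limit read from the data, passing the limit was not always enough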;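 further: 0% = enzyme with substrate and 100% = substrate without enzyme; some results filed as inactive read as strong as hits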
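Test system: purified human Csn5 enzyme expressed in HEK293T cells. Amount: 0.24 nM enzyme. Reagent: SCFSkp2-Nedd8OG substrate at 10 nM final. Schedule: 90 min incubation of compound, enzyme and substrate at room temperature. Detection: fluorescence polarization. Read-out: % inhibition of substrate cleavage by Csn5.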
MLLE-PAM2 inh: inhibitors of microRNA-mediated deadenylation, human PABP1 MLLE binding; GST-MLLE / FITC-PAM2 fluorescence polarization; inhibition, % at 20 µM; hit rate 0.36% among 360,000; AID 588489; in the data active means inhibition above about 35%, passing the limit was not always enough;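 further: plate controls were DMSO wells with GST-MLLE for no effect and wells lacking GST-MLLE protein for full effect; some results filed as inactive read as strong as hits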
Target sequence (P11940 whole entry, looked up): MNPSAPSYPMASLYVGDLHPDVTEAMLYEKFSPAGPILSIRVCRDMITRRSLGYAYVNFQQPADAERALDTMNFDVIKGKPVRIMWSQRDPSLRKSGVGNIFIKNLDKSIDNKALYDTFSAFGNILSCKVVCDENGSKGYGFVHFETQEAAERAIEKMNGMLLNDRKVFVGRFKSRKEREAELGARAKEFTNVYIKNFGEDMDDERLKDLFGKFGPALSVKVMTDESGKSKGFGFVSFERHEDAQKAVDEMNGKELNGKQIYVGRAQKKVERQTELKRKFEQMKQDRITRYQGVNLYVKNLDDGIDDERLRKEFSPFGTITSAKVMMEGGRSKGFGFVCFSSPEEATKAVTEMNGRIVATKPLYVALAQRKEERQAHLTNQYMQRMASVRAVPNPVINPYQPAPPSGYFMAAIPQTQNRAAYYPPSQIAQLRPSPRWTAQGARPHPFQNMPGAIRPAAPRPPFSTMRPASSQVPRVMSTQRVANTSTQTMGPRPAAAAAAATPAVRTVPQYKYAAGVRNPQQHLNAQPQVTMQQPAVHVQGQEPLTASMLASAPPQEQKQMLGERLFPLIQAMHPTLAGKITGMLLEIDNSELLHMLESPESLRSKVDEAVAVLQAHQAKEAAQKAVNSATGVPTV
Tb MetRS inh: blocks T. brucei methionyl-tRNA synthetase activity | inhibition, % at 11.9 µM | purified T. brucei MetRS, ATP depletion, Kinase-Glo luminescence | hit rate 0.4% among 360,000;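 active means inhibition above a per-plate cutoff of the control wells' mean inhibition plus 3 SD, cut at about 5.5% in these data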;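 further: 0% = DMSO wells median and 100% = median of wells with control inhibitor compound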
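Material: parasite MetRS enzyme / Replication: singlicate, one well per compound / Signal: luminescence of leftover ATP / Schedule: 2 h aminoacylation at 25 °C after 15 min preincubation / Medium: HEPES-MgCl2-KCl buffer plus DTT, spermine, BSA, pyrophosphatase / Doses: 11.9 µM single point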
SUMO1 PPI mod: SUMO1-SIM interaction modulation. SUMO1 binding to a labelled peptide, TR-FRET, 1 h. hit rate 0.33% among 360,000. AID 602429. P63165. inhibition, % at 20 µM; in the data active means inhibition above about 37%
Target sequence (P63165 whole entry, looked up): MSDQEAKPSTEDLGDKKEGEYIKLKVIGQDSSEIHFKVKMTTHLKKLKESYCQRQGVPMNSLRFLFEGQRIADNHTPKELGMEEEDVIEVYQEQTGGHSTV
STEP block: inhibitors of human striatal-enriched phosphatase STEP; P54829; recombinant STEP, OMFP fluorogenic substrate, fluorescence; inhibition, % at 20 µM; hit rate 0.25% among 360,000; AID 588621;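 active means inhibition at 20 µM, scaled per plate between control wells, above about 37%, limit read from the data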;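 further: 0% = DMSO with enzyme and substrate and 100% = substrate only without enzyme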
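Assay system: isolated STEP enzyme. Buffer or medium: pH 6.0 Bis-Tris with DTT and Tween 20. Also added: fluorogenic phosphatase substrate OMFP at 25 µM final. Dosing: 20 µM, 1% DMSO. Timing: 20 min reaction, room temperature, in the dark. Measured by: fluorescence intensity, excitation 480 nm, emission 540 nm. Evaluation: normalized % inhibition.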
Scp-1 inhibitor: inhibitors of human Scp-1 phosphatase | Q9GZU7 | Recombinant Scp1, phosphopeptide, malachite green phosphate absorbance | inhibition, % at 20 µM | hit rate 0.88% among 340,000 | AID 493091;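 active means inhibition above about 50% at 20 µM, limit read from the data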;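 further: plate controls were DMSO wells with enzyme for no effect and wells lacking enzyme for full effect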
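Incubation: 45 min enzyme reaction at room temperature / System: truncated SCP-1 phosphatase (76-261aa) / Reagent: Phospho 17-mer peptide substrate / Buffer or medium: Acidic Tris acetate buffer with magnesium and detergent / Signal: absorbance at 630 nm / Doses: one concentration, 20 µM, with 1.0% DMSO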
An asterisk follows results filed as active; i = inactive; · = not tested or not shown; & = joins results of further samples.

SMILES	LMPTP inh	Rpn11 inh	NadD inh	DNMT1 block	CSN inh	MLLE-PAM2 inh	Tb MetRS inh	SUMO1 PPI mod	STEP block	Scp-1 inhibitor
COC(=O)C1=C(C(C)=O)C(c2ccc(C)cc2)n2nnnc2N1 (stereo not drawn)	-1.3	i	-3	0	4	0	-0.9	-8	0	-7
Nc1ccccc1-c1nc2ccccc2[nH]c1=O	0.9	i	-3	1	-3	2	-0.5	-37	-2	-7
Cc1nn(Cc2ccc(Br)cc2)c(C)c1NC(=O)c1nn(C)cc1Cl	-2.8	i	-3	-2	-3	0	-0.1	1	-6	-2
c1ccc(-n2nnc3c(N4CCOCC4)ncnc32)cc1	-2.5	i	0	-1	-4	39	-0.4	0	0	0
CCc1ccc(OCC(=O)NC(=S)Nc2ccc(F)cc2)c(Br)c1	-0.2	i	10	8	8	8	-0.3	1	-2	13
O=C(COC(=O)c1ccc[nH]c1=O)NC1CCCC1	-1.1	i	4	0	-8	-11	-1.3	-4	0	9
CCN1CCN(c2ccc(S(=O)(=O)N3CCOCC3)cc2NC(=O)CC(NC(C)=O)c2ccccc2)CC1 (stereo not drawn)	-9.9	i	2	-1	0	15	-0.2	-24	-1	-7
CC1=CC(C)=Nc2ccc(C)cc2N1	-0.9&-2.4	i	0&-6	-1&0	-1&-5	3&-9	0.0&0.7	-1&-1	2&-2	-6&-6
Cc1cc2ncn(CC(C)C)c2cc1C	0.0	i	1	-2	-4	6	-0.3	-4	3	-6
CCN(CC)S(=O)(=O)c1cc(NC(=O)CSCc2c(C)noc2C)ccc1C	-3.1	i	-1	-1	-1	-12	-0.1	2	-1	-7
O=C(NNC(=O)[C@H]1CC=CC[C@H]1C(=O)O)c1ccc(Cl)cc1Cl	0.3	i	3	1	-10	-8	0.2	2	1	-7
O=C1C2CCC(C2)C1CN1CCOCC1 (stereo not drawn)	-2.8	i	1	0	7	3	-0.1	3	-2	-10
N/C(COc1ccc(Cl)cc1Cl)=N\NS(=O)(=O)c1ccccc1	0.1	i	-4	7	2	-1	-0.2	-2	0	2
CCc1ccccc1N(CC(=O)NCc1ccco1)C(=O)c1snc(C(N)=O)c1N	1.1	i	3	20	7	17	-0.5	-4	1	25
O=C(C1CCCN(S(=O)(=O)c2ccc(F)cc2)C1)N1CCCC1 (stereo not drawn)	-3.4	i	-3	-2	-3	-3	-0.7	-3	-2	-3
O=C(Nc1cnn(Cc2ccc(Cl)cc2)c1)C1CCCC1	-1.3	i	5	-1	-1	1	-0.4	0	1	-5
Clc1ccc(-c2cn3c(n2)-c2ccccc2C3)cc1Cl	0.9	i	4	-3	-2	-11	-0.8	2	0	1
COc1ccc(C=CC(=O)c2ccc(OC)c(OC)c2)cc1O	0.6	i	0	-1	2	-15	-0.4	-17	-1	·
Cc1cc(-c2cc(C(=O)Nc3ccccc3)on2)nc(NCC2CC2)n1	0.4	i	1	-5	-7	6	0.1	1	3	2
O=C(c1cc(-c2cccc(O)c2)on1)N1CCN(C(c2ccccc2)c2ccccc2)CC1	4.3	i	20	-4	0	10	2.9	4	-2	7

A draw from above in order of SMILES length, low to high:
SMILES	LMPTP inh	Rpn11 inh	NadD inh	DNMT1 block	CSN inh	MLLE-PAM2 inh	Tb MetRS inh	SUMO1 PPI mod	STEP block	Scp-1 inhibitor
O=C1C2CCC(C2)C1CN1CCOCC1 (stereo not drawn)	-2.8	i	1	0	7	3	-0.1	3	-2	-10
O=C(COC(=O)c1ccc[nH]c1=O)NC1CCCC1	-1.1	i	4	0	-8	-11	-1.3	-4	0	9
c1ccc(-n2nnc3c(N4CCOCC4)ncnc32)cc1	-2.5	i	0	-1	-4	39	-0.4	0	0	0
O=C(Nc1cnn(Cc2ccc(Cl)cc2)c1)C1CCCC1	-1.3	i	5	-1	-1	1	-0.4	0	1	-5
COc1ccc(C=CC(=O)c2ccc(OC)c(OC)c2)cc1O	0.6	i	0	-1	2	-15	-0.4	-17	-1	·
CCc1ccc(OCC(=O)NC(=S)Nc2ccc(F)cc2)c(Br)c1	-0.2	i	10	8	8	8	-0.3	1	-2	13
O=C(C1CCCN(S(=O)(=O)c2ccc(F)cc2)C1)N1CCCC1 (stereo not drawn)	-3.4	i	-3	-2	-3	-3	-0.7	-3	-2	-3
Cc1nn(Cc2ccc(Br)cc2)c(C)c1NC(=O)c1nn(C)cc1Cl	-2.8	i	-3	-2	-3	0	-0.1	1	-6	-2
O=C(NNC(=O)[C@H]1CC=CC[C@H]1C(=O)O)c1ccc(Cl)cc1Cl	0.3	i	3	1	-10	-8	0.2	2	1	-7
O=C(c1cc(-c2cccc(O)c2)on1)N1CCN(C(c2ccccc2)c2ccccc2)CC1	4.3	i	20	-4	0	10	2.9	4	-2	7
CCN1CCN(c2ccc(S(=O)(=O)N3CCOCC3)cc2NC(=O)CC(NC(C)=O)c2ccccc2)CC1 (stereo not drawn)	-9.9	i	2	-1	0	15	-0.2	-24	-1	-7

2 entries picked at random from the list so far:
SMILES	LMPTP inh	Rpn11 inh	NadD inh	DNMT1 block	CSN inh	MLLE-PAM2 inh	Tb MetRS inh	SUMO1 PPI mod	STEP block	Scp-1 inhibitor
O=C1C2CCC(C2)C1CN1CCOCC1 (stereo not drawn)	-2.8	i	1	0	7	3	-0.1	3	-2	-10
CC1=CC(C)=Nc2ccc(C)cc2N1	-0.9&-2.4	i	0&-6	-1&0	-1&-5	3&-9	0.0&0.7	-1&-1	2&-2	-6&-6

Following part
SMILES	LMPTP inh	Rpn11 inh	NadD inh	DNMT1 block	CSN inh	MLLE-PAM2 inh	Tb MetRS inh	SUMO1 PPI mod	STEP block	Scp-1 inhibitor
O=C(O)C1CC(c2cccc(Br)c2)=NO1 (stereo not drawn)	-3.3	i	-7	2	-1	-12	-0.6	1	-4	-1
COC(=O)c1nc(NC(=O)c2cc(OC)c(OC)c(OC)c2)n[nH]1	-0.3	i	-4	-1	-2	12	0.0	5	1	-1
Nc1c(C(=O)CSc2nccn2-c2ccc(Cl)cc2)c(=O)[nH]c(=O)n1C1CC1	-2.1	i	0	-1	1	-29	-0.6	2	-4	-3
CC(C)(C)c1nc2ccc(NS(=O)(=O)c3ccc(F)c(F)c3F)cc2[nH]1	-0.6	i	-7	-1	0	-5	0.8	7	-3	1
Cc1cc(C)cc(NC(=O)c2ccc(S(=O)(=O)NCc3cccnc3)cc2)c1	0.4	i	-6	0	4	4	-0.9	3	1	-2
Cc1cccc(OCc2nnc(SCc3nc4ccccc4c(=O)[nH]3)o2)c1	2.1	i	3	18	2	-17	0.3	1	2	-10
O=C(Cn1nc(-c2ccccc2)ccc1=O)Nc1ccc(N2CCN(C(=O)c3ccccc3)CC2)cc1	1.0	i	2	-8	-3	-4	-0.3	-11	1	-3
COCCNC(=O)C1(C)CCCN(C(=O)c2cccc(C#N)c2)C1 (stereo not drawn)	-2.4	i	-2	-4	-1	-3	-0.3	-2	-4	·
COc1ccc(N2CCN(C3CCCN(S(=O)(=O)c4ccccc4)C3)CC2)cc1 (stereo not drawn)	-1.3	i	-4	1	2	-7	-0.7	-4	2	3
COc1ccc(NC(=O)CCc2nnc3ccc(NCc4ccc5c(c4)OCO5)nn23)cc1	1.4	i	7	0	36*	-30	0.6	-2	12	-5
O=c1[nH]c(=S)n(-c2cccc(Cl)c2)c(O)c1/C=N/N1CCOCC1	-1.4	i	-4	4	-2	0	-1.3	1	12	1
CCN1C(=O)/C(=C/N2CCc3ccccc32)SC1=S	-2.7	·	0	18	37*	16	-0.7	1	-22	1
Cc1cc(Cl)cc(C)c1OCCCCn1ccnc1	-1.6	i	-4	14	0	-46	2.9	3	-8	-4
CC1(C)CC(=O)c2cnc(NC(=O)CSc3nc4ccccc4o3)nc2C1	-0.6	i	-4	1	-4	-10	0.2	1	-7	5
CC(C)c1ccc(N(CC(=O)NCc2ccco2)C(=O)CCC(=O)Nc2ccccn2)cc1	0.5	i	3	1	-3	-8	0.2	-1	2	-8
CC1CCc2sc(C(=O)NCC3CCCO3)cc2C1 (stereo not drawn)	0.5	i	0	1	7	-3	-0.4	2	-1	-6
O=C(COc1coc(CN2CCc3ccccc3C2)cc1=O)Nc1ccc([N+](=O)[O-])cc1	-0.9	i	-2	-6	6	6	-0.5	-17	3	2
CCCCn1c(SCN2C(=O)c3ccccc3C2=O)nc2cc(S(N)(=O)=O)ccc21	-0.1	i	6	-1	1	-98	0.7	-5	-2	0
N#C/C(=C\c1ccc(Cl)cc1)c1nc(-c2ccco2)cs1	1.7	i	19	-3	-12	-133	-1.4	-4	0	20
CCN(CC)S(=O)(=O)c1ccc(NC(=O)C2COc3ccccc3O2)cc1 (stereo not drawn)	-1.0	i	-11	-4	-1	10	-0.4	-3	0	-2
CCN(C[C@H]1N[C@@](Cc2ccccc2)(C(=O)OC)[C@H]2C(=O)N(C)C(=O)[C@@H]12)S(=O)(=O)c1ccccc1	-1.1	i	-2	2	4	-2	-2.5	-1	-4	-2
O=C(O)C(Cc1ccccc1)N1C(=O)C2CCCCC2C1=O (stereo not drawn)	-0.3	i	-5	-2	-1	5	-1.0	1	2	-4
CC1(C)N=C(N)N=C(N)N1c1ccc(OCC(=O)Nc2ccccc2)c(Cl)c1	-0.8	i	-9	1	3	9	-0.2	4	-4	·
CCOC(=O)c1sc(NC(=O)/C=C/c2ccccc2)nc1C	0.5	i	0	9	5	26	-0.5	0	-4	-4
Cc1ccc(N2CC(C(=O)Nc3cc(S(=O)(=O)N4CCCCC4)ccc3C)CC2=O)cc1 (stereo not drawn)	-0.2	i	-2	-7	-4	-33	-0.2	6	2	·
O=C(CSc1ncccn1)N1CCc2ccccc2C1	-0.9	i	-4	1	1	31	-0.6	2	4	-6
COc1cc(NC(=O)Nc2cccc([N+](=O)[O-])c2)cc(OC)c1	0.8	i	-8	0	-3	-3	-0.3	-13	1	-10
COc1ccc(N=C2CC(C)(C)CC(=O)/C2=C(/O)c2ccccc2)cc1	-0.6	i	-3	0	2	-8	-0.3	-3	2	-4
O=C(c1ccco1)N1CCN(C(=O)C(c2ccccc2)c2ccccc2)CC1	-0.3	i	-1	-6	3	7	-1.2	0	-3	-1
COc1cccc(-c2cc(C(F)(F)F)n3nc(N)nc3n2)c1	0.1	i	3	4	-1	4	-0.6	-19	1	-2

Assay outcomes (PubChem)
